# LYP inh 2 = LYP (human) phosphatase inhibition. Q9Y2R2. recombinant LYP catalytic domain, DiFMUP fluorescence. inhibition, % at 2 µM. 0.21% of 96,000 active. AID 640;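 active means inhibition at 2 µM at or above a set limit, the screen mean plus 3 SD, cut at about 24% in these data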;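 further: 0% = DMSO with enzyme and 100% = enzyme fully blocked by orthovanadate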
# Calb biofilm kill = kills Candida albicans biofilms; AID 834; inhibition, % at 6 µM; 0.14% of 85,000 active; C. albicans biofilm + clotrimazole, Alamar Blue;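 active means inhibition above 20%; inactive means inhibition below 20%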;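 further: preformed 24 hr biofilms exposed to compound for 48 hr; 0% = biofilm without compound and 100% = blank killed by clotrimazole plus chlorhexidine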
# F-actin modifier = alters cytoskeleton assembly in HUVEC cells | HUVEC TNFa F-actin phalloidin imaging, high content | 0.18% of 91,000 active | inhibition, % at 2 µM;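 active means inhibition above the batch mean plus 3 SD and confirmed as a hit by visual image inspection, cut at about 30% in these data, passing the limit was not always enough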; further: strong numbers were not always called active
# HUVEC tox IL1B = toxic to HUVEC cells under IL-1B stimulation; cell count reduction, % at 2 µM; 0.41% of 94,000 active; AID 845; HUVEC cell count loss, Hoechst imaging, IL-1B stimulated;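 active means cell count reduction more than 3 SD above the screen-wide mean, cut at about 70% in these data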;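 further: normalized per plate to untreated control cells as the no-loss baseline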
# TNFa cytotox = toxic to HUVEC cells under TNF alpha stimulation; HUVEC TNFalpha-stimulated, Hoechst cell count, imaging; cell count reduction, % at 2 µM; 0.17% of 93,000 active; AID 848;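 active means cell count reduction exceeding the screen mean by over 5 SD, scaled to untreated wells per plate, cut at about 78% in these data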;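 further: cells counted after 24 h of TNF alpha exposure following the 1 h pretreatment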
# MT1-MMP txn act = activates MT1-MMP transcription. HT1080 MT1-MMP promoter luciferase reporter, luminescence, overnight; active compounds read high. activation factor at 10 µM. 0.16% of 86,000 active. AID 750;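 active means activation factor of at least 2 for MT1-MMP transcription at 10 µM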
# Smad3 inh = Smad3 (human) transcription factor binding inhibition | P84022 | TR-FRET Smad3/Dy647-FoxH1 peptide binding, europium anti-His | inhibition, % at 25 µM | 0.29% of 88,000 active;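 active means compounds that reduce the energy-transfer binding signal between the protein and its labelled peptide by more than half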;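 further: 0% = Smad3 plus labelled peptide maximal FRET and 100% = peptide-only background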
# Target sequence (P84022 whole entry, looked up): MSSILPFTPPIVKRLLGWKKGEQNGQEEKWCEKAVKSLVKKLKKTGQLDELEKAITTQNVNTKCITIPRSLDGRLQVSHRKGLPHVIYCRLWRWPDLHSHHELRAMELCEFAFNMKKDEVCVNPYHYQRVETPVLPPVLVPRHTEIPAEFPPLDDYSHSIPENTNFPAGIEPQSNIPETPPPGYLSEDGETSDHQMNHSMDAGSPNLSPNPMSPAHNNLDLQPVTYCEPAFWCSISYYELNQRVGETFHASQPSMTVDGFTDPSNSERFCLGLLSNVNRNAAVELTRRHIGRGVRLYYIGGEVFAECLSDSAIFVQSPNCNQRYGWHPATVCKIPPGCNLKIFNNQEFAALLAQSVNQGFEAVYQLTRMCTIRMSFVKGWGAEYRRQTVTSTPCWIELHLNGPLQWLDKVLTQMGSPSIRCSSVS
# VCAM1 TNFa inh = reduces TNF alpha induced VCAM1 expression in HUVEC | HUVEC TNFa-induced VCAM-1 immunofluorescence, high-content imaging | inhibition, % at 2 µM | 0.48% of 95,000 active;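 active means inhibition above the batch mean plus 3 SD, with images confirmed as a hit by eye, cut at about 37% in these data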;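 further: 0% = TNF-stimulated DMSO wells and 100% = unstimulated control wells; not every result past the cut was called active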
# DAT uptake mod = human DAT dopamine uptake with cocaine, either direction. AID 449768. 1.3% of 110,000 active. Q01959. LLC-PK1 hDAT cells, [14C]-dopamine uptake with cocaine IC80; actives deviate in either direction. B-score at 10 µM;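 active means Z score or B-score, a plate-position-corrected score, falls beyond the plate's 99.7% confidence bounds, in either direction; inactive means both scores lie inside the 99.7% bounds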;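 further: scored against the spread of the other compound wells on the same plate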
# Target sequence (Q01959 whole entry, looked up): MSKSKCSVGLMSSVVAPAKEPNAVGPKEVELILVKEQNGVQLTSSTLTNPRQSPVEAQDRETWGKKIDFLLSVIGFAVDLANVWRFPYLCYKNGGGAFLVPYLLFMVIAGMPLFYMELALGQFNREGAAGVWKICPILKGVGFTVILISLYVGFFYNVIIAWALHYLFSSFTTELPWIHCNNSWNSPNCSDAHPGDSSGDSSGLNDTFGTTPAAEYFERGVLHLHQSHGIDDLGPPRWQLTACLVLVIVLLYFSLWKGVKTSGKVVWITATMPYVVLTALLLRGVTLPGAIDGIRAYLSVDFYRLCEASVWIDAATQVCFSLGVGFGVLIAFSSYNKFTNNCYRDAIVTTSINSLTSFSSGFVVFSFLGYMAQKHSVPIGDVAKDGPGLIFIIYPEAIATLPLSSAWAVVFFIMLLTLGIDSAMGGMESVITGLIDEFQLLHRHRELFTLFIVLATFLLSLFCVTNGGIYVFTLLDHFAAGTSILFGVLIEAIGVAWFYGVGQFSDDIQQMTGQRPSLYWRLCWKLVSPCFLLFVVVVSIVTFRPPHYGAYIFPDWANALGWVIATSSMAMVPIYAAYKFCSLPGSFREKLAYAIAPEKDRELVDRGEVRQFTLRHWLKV
# * marks the source's active call; other numbers are inactive results; . = not tested or not shown; [ ] = another dose, or the depositor's remark. The list is partial. The share of hits here may be higher or lower than overall.
SMILES,LYP inh 2,Calb biofilm kill,F-actin modifier,HUVEC tox IL1B,TNFa cytotox,MT1-MMP txn act,Smad3 inh,VCAM1 TNFa inh,DAT uptake mod
O=C(NCc1ccoc1)c1ccc(NC(=O)c2ccccc2Cl)cc1,14,9,-6,-15,-4,1,-4,9,-0.15
Cc1nnc(SCC(=O)Nc2nsc(-c3ccccc3)n2)s1,7,.,.,-7,.,1.4,-1,.,1
Cc1ccc(NC(=O)CSc2nccc(=O)[nH]2)c(S(=O)(=O)N2CCOCC2)c1,.,9,.,.,.,1.1,2,.,-0.57
Brc1ccccc1-c1nnc2sc(Cc3ccccc3)nn12,6,10,12,-20,-7,1,12[fluorescence artefact?],14,1.1
Cc1cc(=O)c2ccccc2[nH]1,-3,5,.,-62,-43,1,-1,-15,0.62
O=C(Nc1ccccc1C(=O)N1CCCC1)c1ccccc1,4,7,11,-1,2,1.2,0,14,0.79
COc1ccc2[nH]c(=O)c(CN(Cc3cccnc3)C(=O)Nc3ccccc3)cc2c1,.,2,.,.,.,1,-10,.,0.55
O=C1C2CCCN2C(c2ccc(Br)cc2)N1c1ccc(F)cc1 (stereo unspecified),-5,-2,-7,0,-30,1.1,7,1,-0.97
CCOC(=O)N1CCN(C(=O)CSc2nnc(-c3ccccc3OC)o2)CC1,-2,-1,12,-8,-16,1.1,2,13,1.2
CCC(C)(C)c1ccc(OCCN2C(=O)NC(C)(C)C2=O)cc1,-12,0,11,13,-2,1,11,0,1.2
Cc1ccc2c(c1)NC(=O)C(CC(=O)NC1CCCCC1C)O2 (stereo unspecified),-1,4,8,-84,-37,1,0,21,-0.28
CCOC(=O)c1cc(NC(=O)N2CCCc3ccccc32)c(C)nc1C,-8,8,5,4,-39,1.1,2,9,1.5
COc1ccc(C(=O)CSc2n[nH]c(N)n2)cc1,2,7,0,-19,-8,.,-4,-23,-0.33
Cc1cc(-c2csc(NC(=O)c3cc4ccccc4o3)n2)c(C)n1C,2,.,-8,-28,12,0.9,.,29,-0.55
CC1(C)CC(=O)C=C(NNC(=O)c2ccccc2O)C1,4,.,-3,12,2,.,.,21,0.035
Cc1ccc(Sc2cc(Cl)nc(N)n2)cc1,5,.,-34,-10,-4,.,.,18,0.19
COc1ccc(Br)c(/C=N/NC(=O)COc2ccc(-c3ccccc3)cc2)c1,-7,.,-13,9,-2,.,.,-18,-0.76
Cn1c(SCC(=O)NC2CC2)nnc1-c1ccco1,.,4,.,.,.,1.1,5,.,-0.81
CC(NC(=O)OCc1ccccc1)C(=O)NCC1CCCO1 (stereo unspecified),-16,3,9,-5,-14,1,5[fluorescence artefact?],-18,-0.027
CCCCCn1c(NC(=O)c2ccco2)c(S(=O)(=O)c2ccc(C)cc2)c2nc3ccccc3nc21,17,4,-6,3,4,1.1,15[fluorescence artefact?],25,0.88
COc1cccc(C(=O)NCc2ccc(-c3nc4ccccc4s3)cc2)c1,1,.,-34,-12,11,.,.,11,2.1
CN1CCN(S(=O)(=O)c2ccc(NC(=O)c3ccc(Br)o3)cc2)CC1,-3,6,-15,-23,-6,1.2,9,2,-0.019
O=c1[nH]c(-c2cccs2)nc2ccccc12,-14,6,-19,28,-12,1.1,14,-21,-0.03
Cc1nnsc1C(=O)Nc1ccccc1Cl,1,8,4,46,6,1.2,7,3,0.38
CCCc1nnc(NC(=O)CNc2ccc(F)cc2)s1,0,1,-15,-1,7,1.1,-5,43,1.3
CCCCCNC(=O)CC1Nc2c3ccccc3nc(=S)n2C1=O (stereo unspecified),-18,1,-21,-42,-10,1.1,7,-5,-0.79
CCOC(=O)C(C)n1nc(/C=C/c2ccccc2)ccc1=O (stereo unspecified),8,.,10,12,-24,.,.,1,-0.38
CCOc1ccccc1NC(=S)NC(=O)CCCOc1ccc(Cl)cc1Cl,-10,.,2,-13,1,.,.,-21,0.55
Cn1cccc1C(=O)NC(=O)COC(=O)CC12CC3CC(CC(C3)C1)C2,-1,-4,-2,.,-4,1.1,-18,-6,0.019
CN1CCN(C(c2cccc(C(F)(F)F)c2)c2nnnn2Cc2ccccc2)CC1 (stereo unspecified),.,3,.,.,.,1.1,12,.,0.26
CN1CCN(CCCNC(=O)Cn2nc(-c3ccccc3)ccc2=O)CC1,.,2,.,.,.,1.2,1,.,1.6
COc1ccccc1CNC(=O)c1cnc2sccn2c1=O,.,2,.,.,.,1.1,-1[fluorescence artefact?],.,-0.23
C=CCn1c(-c2ccc(OC)cc2)nc2ccccc21,10,3,5,20,2,1.2,0,-3,-0.038
CC(C)CNC(=S)NNC(=O)c1csc2ccccc12,-43,.,3,-3,-7,.,.,-46,0.042
O=C(CCN1CCc2ccccc2C1)Nc1ccc(F)cc1,-10,7,-34,0,-5,1,-2,1,0.84
Cc1ccc(N2C(=O)C3C(C2=O)C2C=CC3C23CC3)cc1 (stereo unspecified),8,8,.,10,-15,1.6,11[fluorescence artefact?],10,0.37
COc1ccc(C(C)(C)C)cc1NC(=O)Nc1ccc2c(c1)OCO2,16,7,4,26,-1,1,-12,-4,.
COCCNc1ncnc2nc[nH]c12,-2,0,-4,-15,11,1,-13,-3,-1.4
CCc1ccc2nc(N3C(=O)C(O)=C(C(=O)c4ccco4)C3c3cccs3)sc2c1 (stereo unspecified),22,.,7,-14,-27,.,.,10,-0.11
CCC1=Nc2ccccc2NC2=C1C(=O)CCC2,1,6,-2,-19,-20,1.2,11,-2,-1.1
CCc1nnc(NC(=O)CSc2nccn2-c2cc(C)cc(C)c2)s1,-6,9,-11,7,-18,1.1,-4,9,-0.065
O=C(NCCN1CCC(Cc2ccccc2)CC1)C1CCCN(S(=O)(=O)c2cnc[nH]2)C1 (stereo unspecified),-24,4,9,-2,-36,1.1,3,12,.
O=C(O)c1ccc(NS(=O)(=O)c2ccc(Cl)c(Cl)c2)cc1O,-11,9,5,7,-6,1.1,8,1,-0.22
COc1ccc(/C=N/n2c(SC)nnc2-c2ccccc2)c(OC)c1OC,8,-4,-13,-31,-22,0.9,-4,17,0.75
CNC(=O)Cc1csc2ccc(Cl)cc12,10,.,1,32,-1,.,.,0,0.18
CCOC(=O)CCn1nnc(N)n1,.,5,.,.,.,1.1,4,.,-0.066
COc1cc(/C=C/C(=O)NNc2c(F)c(F)cc(F)c2F)ccc1OC(F)F,8,2,14,-7,-10,1.2,-1,-1,0.14
NCC12CC3CC(CC(O)(C3)C1)C2,0,-4,15,-7,-18,1.1,-2,3,-0.039
c1ccc(CCNc2nc(-c3cccnc3)cs2)cc1,13,.,-30,-5,-12,.,.,2,0.47
CCOC(=O)Nc1ccc(C(=O)Oc2ccccc2)c(O)c1,-5,7,-39,-18,6,1.1,6,3,-0.62

# Three entries already listed, arranged by number of heavy atoms, smallest number first.
SMILES,LYP inh 2,Calb biofilm kill,F-actin modifier,HUVEC tox IL1B,TNFa cytotox,MT1-MMP txn act,Smad3 inh,VCAM1 TNFa inh,DAT uptake mod
NCC12CC3CC(CC(O)(C3)C1)C2,0,-4,15,-7,-18,1.1,-2,3,-0.039
CNC(=O)Cc1csc2ccc(Cl)cc12,10,.,1,32,-1,.,.,0,0.18
COc1ccc(/C=N/n2c(SC)nnc2-c2ccccc2)c(OC)c1OC,8,-4,-13,-31,-22,0.9,-4,17,0.75

# Further records:
SMILES,LYP inh 2,Calb biofilm kill,F-actin modifier,HUVEC tox IL1B,TNFa cytotox,MT1-MMP txn act,Smad3 inh,VCAM1 TNFa inh,DAT uptake mod
Brc1ccc(-c2cn3cccnc3n2)cc1,13,6,-7,-30,7,1.6,-7,-33,0.87
COc1ccc(CNC(=O)c2cnc3n(c2=O)CCS3)cc1,-5,10,-16,16,6,1.2,-13[fluorescence artefact?],-1,-0.44
Cc1ccc(S(=O)(=O)C2(C(=O)NC3CCCC3)CC2)cc1,-2,4,-5,-4,12,1.1,1,10,-0.019
c1ccc(CSc2nnc(-c3ccccn3)n2-c2ccccc2)cc1,-3,.,-2,4,-18,.,.,-6,-0.71
CCCc1ccc(OCCNC(=O)CC)cc1,9,4,-16,23,12,1.2,5,-2,-0.83
CCc1nc(Sc2nc(C)cc(C)n2)c2oc3ccccc3c2n1,-8,6,13,-31,35,1.4,8,22,1.2
Cn1c(NC(=O)c2cccc(C(F)(F)F)c2)cc(=O)n(C)c1=O,-15,6,8,-9,-16,1,12,-2,-0.59
Cc1nn(Cc2c(F)c(F)c(F)c(F)c2F)c(C)c1NC(=O)c1ccc(COc2cc(Cl)ccc2Cl)cc1,1,.,-3,-6,-15,.,.,9,0.07
Cc1nn(-c2ccccc2)c(Cl)c1/C=N/NC(=O)c1ccco1,-9,.,-1,-25,1,.,.,-1,0.66
COc1ccc(-c2nc(C#N)c(NCc3ccc(F)cc3)o2)cc1OC,-2,3,-12,-3,-3,1.2,2,-19,-0.2
CC(Sc1nnc(-c2cccs2)n1-c1ccccc1)C(=O)NCc1ccc2c(c1)OCO2 (stereo unspecified),6,3,-3,10,5,.,-17,22,1.2
COc1cc(NC(=O)CSc2ncnc3c2cnn3Cc2ccccc2)cc(OC)c1,3,7,-3,-139,-18,1.1,-10,13,0.59
CCOC(=O)N1CCC(NC(=O)c2cc(C(=O)NCC(OC)OC)ccc2CO)CC1,-3,-2,-4,16,-13,1,5,3,0.02
CC1CCc2nc3ccc(S(=O)(=O)N4CCC(C(=O)N5CCCCC5)CC4)cc3c(C(=O)O)c2C1 (stereo unspecified),-8,7,-11,-3,3,.,-1,11,1.2
Cc1ccc(NC(=O)COC(=O)C2CC2C)c(S(=O)(=O)N2CCCCC2)c1 (stereo unspecified),-7,12,-9,-13,-26,1.1,0,-15,1.3
CCN1CCN(CCCNC(=O)c2cn(CCOC)c(=O)c3c2c2ccccc2n3C)CC1,5,-3,-4,-68,2,1,-8,6,-0.97
COC(=O)c1ccccc1NC(=O)Cn1nc(C(F)(F)F)c2c1CCC2,-6,9,7,8,-6,1.2,5,-10,-0.021
CCS(=O)(=O)N1CCCC(C(=O)NCc2ccccc2Cl)C1 (stereo unspecified),-8,-3,4,-23,-6,1.1,-15,4,0.79
O=C1C2CC=CCC2C(=O)N1c1ccc(Cc2ccncc2)cc1 (stereo unspecified),-1,6,12,-2,-39,1,4,1,-1.4
CC(Oc1ccccc1)C(=O)NC1CCN(Cc2ccccc2)CC1 (stereo unspecified),3,4,-2,-13,-12,1.2,6,10,0.097
CCSc1nnc(-c2ccc(OC)cc2)o1,4,.,6,-27,3,1.1,.,4,0.024
CCCn1nnc2ccccc2c1=O,-5,.,-10,-56,11,.,.,-2,-1.3
Cc1cc(C(=O)C(C)OC(=O)C2=NNC(=O)CC2)c(C)n1-c1ccc(OC(F)F)cc1 (stereo unspecified),11,.,-10,15,4,.,.,12,1.2
CNC(=O)COc1ccccc1C(=O)Nc1ccc2c(c1)oc1ccccc12,-3,3,-6,-15,-20,1,8,-8,-0.46
Cc1cccc(-c2cc(C(=O)Nc3ccc4c(c3)OCCO4)c3ccccc3n2)c1,12,.,-5,15,-12,.,.,0,.
CCCCNC(c1ccccc1)c1ccncc1 (stereo unspecified),11,6,39,10,-42,1.1,-3,14,-0.89
CC(=O)c1cccc(NC(=O)C2C3C=CC(C4CC34)C2C(=O)O)c1 (stereo unspecified),-4,1,-12,-3,-26,1.2,3,5,0.66
COCCN(C(=O)CNC(=O)c1ccco1)C(C(=O)NC1CCCCC1)c1cccc(OC)c1 (stereo unspecified),-3,0,.,.,.,1.1,14,.,-1.5
CCn1cc(/C=N/NS(=O)(=O)c2ccc(C)cc2)c(C)n1,1,.,-13,-2,-11,.,.,-10,.
Cc1cccc(-c2nnc3n2N=C(c2ccccc2Br)CS3)c1,-2,1,19,-20,-39,1.1,-6,4,0.83
CC(C)COc1ccc(CSCCNC(=S)Nc2ccccc2)cc1,-8,.,-16,-1,7,.,.,12,0.9

# High-throughput results deposited in PubChem by several laboratories.
